procasp7 counter = activates human procaspase-7, counter-screen for procaspase-3 activators. 330,000 tested, 0.093% active. activation, % at 8.5 µM. recombinant procaspase-7, Ac-DEVD-pNA absorbance 405 nm; D23A/D198A/D206A triple mutant, cannot self-cleave; scale: DMSO 0, 5 µM enzyme 100. AID 463210. P55210;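 active means percent activation above the screen-wide mean plus 3 SD, cut at about 25% in these data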
Target sequence (P55210 whole entry D23A/D198A/D206A): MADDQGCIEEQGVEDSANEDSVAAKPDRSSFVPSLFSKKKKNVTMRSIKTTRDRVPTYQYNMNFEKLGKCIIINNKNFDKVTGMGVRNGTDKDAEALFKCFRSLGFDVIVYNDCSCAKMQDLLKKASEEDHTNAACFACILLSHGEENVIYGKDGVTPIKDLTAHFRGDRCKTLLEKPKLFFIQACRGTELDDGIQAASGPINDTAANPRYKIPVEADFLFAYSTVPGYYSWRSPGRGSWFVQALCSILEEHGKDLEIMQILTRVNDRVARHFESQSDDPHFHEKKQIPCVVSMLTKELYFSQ
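signal = Epi-absorbance of released pNA at 405 nm, two timepoints | assay system = Uncleavable procaspase-7 mutant enzyme | reagent = Ac-DEVD-pNA substrate, 400 µM as added | times = 1 h enzyme–compound preincubation and 2 h substrate reaction, both 25 °C | benchmarks = low DMSO alone, high DMSO plus 5 µM PC-7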
RPL19A TOR yeast = alters RPL19A-GFP fluorescence in TOR pathway yeast screen. AID 2025. percent response vs DMSO, % at 10 µM. S. cerevisiae RPL19A-GFP strain, flow cytometry, 3 h; hits give low values. 330,000 tested, 0.3% active;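 active means percent response vs DMSO below 50%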;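 further: median channel GFP fluorescence of the barcoded RPL19A-GFP strain; ratio of sample median GFP to plate DMSO average so 100% = DMSO; lower means less RPL19A-GFP as with rapamycin TOR inhibition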
EBNA-1 inhibitor = blocks EBNA-1 binding to DNA; AID 1950; inhibition, % at 14.8 µM; EBNA-1 DNA binding, fluorescence polarization; 300,000 tested, 0.34% active; in the data active means inhibition above about 28%
LAP4 TOR yeast = alters LAP4-GFP fluorescence in TOR pathway yeast screen. S. cerevisiae LAP4-GFP multiplex, flow cytometry GFP, 3 h; median GFP as percent of DMSO wells. GFP response vs DMSO, % at 10 µM. AID 2023. 320,000 tested, 0.34% active;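 active means GFP response vs DMSO above a set limit, about the screen mean plus 3 SD, cut at about 150% in these data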
AHR act = activators of human aryl hydrocarbon receptor | AID 2796 | P35869 | activation, % at 5 µM | 320,000 tested, 2.5% active | AHR-responsive luciferase reporter cells, luminescence; in the data active means activation above about 47%;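 further: 0% = vehicle wells and 100% = reference agonist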
MEP2-GFP yeast = yeast TOR pathway MEP2-GFP modulation. S. cerevisiae MEP2-GFP strain, flow cytometry GFP, 3 h; 100% = DMSO control level. GFP response vs DMSO, % at 10 µM. 330,000 tested, 0.51% active. AID 2016;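 active means GFP response versus DMSO above a set limit, roughly screen mean plus 3 SD, cut at about 180% in these data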;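 further: median GFP fluorescence of the barcode-gated MEP2-GFP cells per well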
ZTA DNA inh = counter-screen for EBNA-1 inhibitors: inhibitors of Epstein-Barr virus ZTA | P03206 | ZTA-DNA binding, fluorescence polarization | inhibition, % at 11 µM | 320,000 tested, 0.15% active | AID 2234; in the data active means inhibition above about 33%
proCasp3 act = procaspase-3 (human) activation; recombinant procaspase-3 D3A, Ac-DEVD-pNA absorbance 405 nm; P42574; AID 463141; 330,000 tested, 0.11% active; activation, % at 8.5 µM;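 active means activation above the mean of all tested compounds plus 3 SD, cut at about 21% in these data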;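 further: 0% = DMSO alone and 100% = DMSO wells spiked with extra 5 µM PC-3 D3A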
Target sequence (P42574 whole entry D9A/D28A/D175A): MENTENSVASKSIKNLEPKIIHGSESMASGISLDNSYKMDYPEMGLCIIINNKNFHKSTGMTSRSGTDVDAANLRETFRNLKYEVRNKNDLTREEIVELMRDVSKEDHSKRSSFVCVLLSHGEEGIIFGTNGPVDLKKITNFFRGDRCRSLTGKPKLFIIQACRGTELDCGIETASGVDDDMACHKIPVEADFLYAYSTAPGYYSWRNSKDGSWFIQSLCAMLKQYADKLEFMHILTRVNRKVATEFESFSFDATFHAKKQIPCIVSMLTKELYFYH
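Assay system – Procaspase-3 D3A mutant · Benchmarks – DMSO low control, extra-enzyme high control · Technique – 405 nm absorbance of p-nitroaniline, reads at 0 and 120 min · Doses – 8.5 µM nominal · Measure – % activation between DMSO and enzyme-spiked controls · Also added – Ac-DEVD-pNA chromogenic peptide substrate · Schedule – 1 h compound preincubation, 2 h substrate hydrolysis at 25 °C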
* = called active by the depositor; . = no result given. Rows were taken by chance, and some 3.8% of all compounds hit somewhere here.

SMILES	procasp7 counter	RPL19A TOR yeast	EBNA-1 inhibitor	LAP4 TOR yeast	AHR act	MEP2-GFP yeast	ZTA DNA inh	proCasp3 act
CC(=O)Nc1c2c(nn1-c1ccc(Cl)cc1)CSC2	2	101	6	104	-1	92	8	9
CC(CCc1ccccc1)NC(=O)CN1CCSc2ccccc21 (stereo unspecified)	-3	93	0	95	5	90	6	1
CCN(CC)CCNC(=O)c1cc(S(=O)(=O)N2CCc3ccccc32)cn1C	9	92	3	87	1	94	19	3
O=C(CSc1nc2sc3c(c2c(=O)n1-c1ccccc1)CCCC3)N/N=C/c1ccc(C(=O)O)cc1	-2	104	-1	96	4	104	5	7
O=C(CCC1CCCN(C(=O)c2cccc(F)c2)C1)N1CCN(c2ccccn2)CC1 (stereo unspecified)	4	103	-4	96	-8	102	-11	-2
CCn1c(SCC(=O)Nc2ccc(N3CCOCC3)cc2)nnc1-c1ccco1	2	92	-6	97	0	89	5	0
CCn1cc(CN2CCC(C(=O)Nc3cccc(-c4cscn4)c3)CC2)cn1	0	101	5	103	10	101	-11	-1
Cc1ccnc(NS(=O)(=O)c2ccc3c(c2)CCO3)c1	-1	106	-2	112	0	96	-3	-4
O=C1c2ccc3c4c(ccc(c24)C(=O)N1c1cccc(O)c1)C(=O)N(c1cccc(O)c1)C3=O	-1	97	5	95	-11	102	8	1
Cc1ccsc1/C=N/NC(=O)C(N)=O	-1	100	-1	100	0	98	3	-1
CC(C)Nc1nc(C#N)nc(NC(C)C)n1	-9	98	-6	85	0	97	-1	1
COC(=O)[C@H](Cc1ccccc1)NC(=O)O[C@@H]1C(=O)c2cc(OC)ccc2O[C@H]1c1ccc(OC)c(Br)c1	-40	95	2	125	6	93	-1	-3
CCCSc1nc2c(cnn2-c2ccc(C)cc2)c(=O)[nH]1	-3	100	-1	109	2	102	8	3
OCCC1CN(Cc2cn[nH]c2C2CCCCC2)CCN1Cc1ccccc1 (stereo unspecified)	2	90	3	93	2	107	-16	7
COCCn1nnnc1SCC(=O)c1ccccc1	-9	97	-11	94	3	96	11	-8
O=C(OCc1cc([N+](=O)[O-])cc2c1OCOC2)c1ccccn1	5	99	6	97	2	64	4	0
COC(=O)C1=C(CCc2ccccc2)NC(=O)NC1c1ccc(Cl)cc1 (stereo unspecified)	-7	102	0	101	-5	104	5	9
COc1ccccc1N1CCN(CC(C)N(C(=O)C2CCCCC2)c2ccccn2)CC1 (stereo unspecified)	5	97	-3	95	13	99	-1	0
O=C(CC1SCCNC1=O)Nc1ccccc1Cl (stereo unspecified)	-6	119	-13	115	-1	110	-16	-3
O=C(NC1CCCCC1)C1CCN(c2cnccn2)CC1	5	97	3	103	3	104	7	-6
O=[N+]([O-])c1cccc(S(=O)(=O)NCc2ccncc2)c1	11	98	2	95	-2	101	8	3
O=C(NC1CCCC1)c1ccc(Cl)c(S(=O)(=O)N2CCCCC2)c1	2	101	9	93	2	102	-6	5
Cc1ccc(S(=O)(=O)N2CCOC2CNC(=O)C(=O)NCc2ccc(Cl)cc2)cc1 (stereo unspecified)	-1	92	-10	108	-2	99	-13	4
CSc1nc(-c2ccccc2)nc(NC(=O)c2ccccc2)c1C(C)=O	-2	98	-4	99	22	92	-9	4
CCN(CC)c1ccc(/C=N/N2CCOCC2)cc1	3	102	3	104	24	107	12	2
Cc1cccc(NC(=S)N(CCCN2CCOCC2)C(C)c2cc3ccccc3o2)c1C (stereo unspecified)	4	104	-2	117	-1	116	9	4
O=C1CCCC2=C1C(c1ccco1)Nc1ccc(C(=O)c3ccccc3)cc1N2 (stereo unspecified)	2	93	-4	80	0	97	4	-2
COc1cccc(-c2cc(C(F)(F)F)n3ncc(C(=O)N4CCc5ccccc5C4)c3n2)c1	0	81	-25	83	5	102	-4	-7
O=C(OCc1ccccc1Cl)c1ccc(-n2cnnc2)cc1	-10	101	-5	108	-7	103	8	-2
COC(C(=O)Nc1c(F)cccc1F)c1ccccc1 (stereo unspecified)	-3	91	-4	114	-4	92	-2	1
C=CCNC(=S)N1CCOCC1	10	105	7	97	1	99	5	-3
O=C(COc1ccc2ccc(=O)oc2c1)Nc1cc([N+](=O)[O-])ccc1F	3	109	5	109	-3	106	-5	6
CCOc1ccc(N(CC(=O)NCCc2ccccc2)C(=O)CCC(=O)Nc2cc(C)ccn2)cc1	0	104	5	98	3	103	11	4
COc1ccccc1NC(=O)COC(=O)c1ccc(S(=O)(=O)NCc2ccco2)cc1	6	95	8	93	10	91	11	3
COc1cccc(N2CCN(Cc3ncc(-c4ccccc4)o3)CC2)c1	-11	94	-6	123	1	108	-15	2
O=S(=O)(c1ccc(S(=O)(=O)N(Cc2ccco2)Cc2ccccc2Cl)cc1)N1CCCC1	1	102	0	96	2	102	3	-7
O=C(NCCN1CCCCC1)Nc1ccc(Cl)cc1	-3	103	-1	104	0	104	-5	1
COc1cc(CCCN2CCNC[C@@H]2c2ccccc2)cc(OC)c1OC	-1	96	.	97	0	97	.	3
O=C(NCCc1ccccc1)C(=O)c1c[nH]c2ccccc12	9	110	9	93	14	99	-19	4
O=C(NCCS(=O)(=O)c1ccc(Cl)cc1)c1ccc(F)cc1	7	99	-11	110	0	102	-11	2
O=C(CSc1nnc(-c2ccccc2Cl)o1)Nc1ccc2c(c1)OCCO2	8	94	3	106	4	91	9	6
O=C(N/N=C1\CCS(=O)(=O)c2ccc(F)cc21)c1ccc(O)cc1	2	99	10	104	1	99	2	-5
CC(C)N1C(=O)CCC1C(=O)NCCc1ccc(Cl)cc1 (stereo unspecified)	-1	102	15	108	-2	102	3	4
N#C/C(=C\c1cccs1)c1nc2ccccc2[nH]1	-3	83	0	106	30	99	3	-3
COc1ccc2nc(SCC(=O)NCCc3ccccc3)[nH]c2c1	2	98	10	108	4	100	-5	-5
CN(C)S(=O)(=O)c1cccc(NC(=O)C2Cc3ccccc3CN2C(=O)c2ccccc2)c1 (stereo unspecified)	-3	97	2	92	11	101	3	0
COc1ccc(Cc2nnc(NC(=O)C3CCCO3)s2)cc1 (stereo unspecified)	10	96	2	110	4	96	15	6
CCCc1cc(C(=O)Nc2cc(Cl)ccc2O)no1	6	96	-2	102	-6	98	-2	7
CC(NC(=S)Nc1ccc(F)cc1)C(c1cccs1)N1CCOCC1 (stereo unspecified)	8	104	-5	109	5	105	0	2
COC(=O)c1ccc(N(CC(=O)NC2CCCC2)C(=O)CNC(=O)c2ccco2)cc1	-6	100	4	97	0	98	0	0
Oc1ccc(/C=N/Nc2nc(-c3ccccc3F)nc3ccccc23)c(O)c1	-2	91	2	117	-2	99	0	2
CS(=O)(=O)N1CCC(C(=O)Nc2cc(C(F)(F)F)ccc2Cl)CC1	-4	99	2	99	1	104	1	10
CC(=O)Nc1ccc(S(=O)(=O)NC(C)C(=O)OCC(=O)NC2CCCC2)cc1 (stereo unspecified)	5	100	-8	93	-2	107	-2	-2
O=C(NCc1ccc(F)cc1)C1CCC(CNS(=O)(=O)c2ccccc2)CC1 (stereo unspecified)	1	104	7	93	-2	103	-2	0
O=c1[nH]cnc2c1N=C(c1cccc([N+](=O)[O-])c1)CC(c1ccccc1)N2 (stereo unspecified)	6	100	4	98	-1	93	0	-1
Cc1ccc(N2CC(C(=O)NCCN3CCOCC3)CC2=O)cc1 (stereo unspecified)	4	102	7	94	-4	103	1	1
CCOC(=O)C1=C(COC(=O)CCOc2ccc(C)cc2)NC(=O)NC1C (stereo unspecified)	5	88	3	93	4	96	-20	-6
CCOC(=O)c1cc2sccc2n1CC(=O)N1CCCc2ccccc21	12	95	0	102	-1	98	16	1
COc1cc(NC(=O)CN2C(=O)c3ccccc3C2=O)c(C(=O)O)cc1OC	10	99	10	98	-2	101	4	2
Cc1nnc(SCC(=O)Nc2nonc2C)s1	-3	103	-1	92	-2	106	-1	-1
